# PP1 inh: PP1-alpha phosphatase inhibitors, primary screen, counter-screen for PP5 inhibitor project, biochemical, fluorescence, OMFP substrate, single point; AID 2235, 2010; inhibition, % at 6.7 µM; Serine/threonine-protein phosphatase PP1-alpha catalytic subunit (Homo sapiens), P62136; purified PP1alpha; 320,000 tested, 0.9% active;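 active = inhibition above the mean inhibition of all tested compounds plus 3 SD, computed separately for each screening campaign, cut at about 15% in these data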
# PREPL inhibitor: PREPL enzyme inhibitors, primary screen, biochemical, fluorescence polarization. inhibition, % at 5.96 µM. 320,000 tested, 0.68% active. Prolyl endopeptidase-like (Homo sapiens), Q4J6C6. AID 2751, 2010. recombinant PREPL, fluorescence polarization activity-based probe; in the data active = inhibition above about 43%;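 also: 0% = enzyme with DMSO and 100% = wells lacking enzyme; many of its hits are not listed in these tables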
# Target sequence (Q4J6C6 whole entry, looked up): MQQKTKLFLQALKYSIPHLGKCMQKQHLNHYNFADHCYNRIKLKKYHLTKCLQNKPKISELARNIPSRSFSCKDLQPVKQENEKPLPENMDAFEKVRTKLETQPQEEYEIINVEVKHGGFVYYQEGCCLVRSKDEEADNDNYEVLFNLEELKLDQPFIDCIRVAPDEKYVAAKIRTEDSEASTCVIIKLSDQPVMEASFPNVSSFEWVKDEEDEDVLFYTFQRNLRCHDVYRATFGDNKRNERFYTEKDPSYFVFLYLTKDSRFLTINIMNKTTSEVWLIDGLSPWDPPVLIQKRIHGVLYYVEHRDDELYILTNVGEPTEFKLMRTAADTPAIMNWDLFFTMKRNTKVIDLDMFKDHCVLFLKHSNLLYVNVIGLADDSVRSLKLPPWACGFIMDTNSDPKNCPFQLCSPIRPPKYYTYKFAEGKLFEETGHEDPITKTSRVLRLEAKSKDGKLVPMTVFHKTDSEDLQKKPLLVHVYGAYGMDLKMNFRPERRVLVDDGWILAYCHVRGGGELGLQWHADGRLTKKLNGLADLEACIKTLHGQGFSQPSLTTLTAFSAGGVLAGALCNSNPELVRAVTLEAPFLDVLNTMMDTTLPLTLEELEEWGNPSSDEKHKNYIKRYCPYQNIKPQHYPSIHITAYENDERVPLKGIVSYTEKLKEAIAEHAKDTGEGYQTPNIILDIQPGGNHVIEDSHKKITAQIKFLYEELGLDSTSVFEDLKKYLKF
# HCV core dimer: inhibitors of HCV core protein dimerization, primary screen, biochemical, TR-FRET, high-throughput; TR-FRET GST/Flag-core106 dimerization, 1536-well; inhibition, % at 5 µM; 300,000 tested, 0.33% active;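 active = inhibition above the mean of all tested compounds plus 3 SD, set per screening campaign, cut at about 45% in these data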
#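 Assay system: GST-tagged and Flag-tagged HCV core protein residues 1-106 / Times: compound-protein-antibody incubation 4 h at 22.5 °C / Signal: time-resolved FRET, ex 340 nm, em 617 and 671 nm / Evaluation: % inhibition based on acceptor/donor emission ratio / Benchmarks: wells lacking GST-core106 and wells with excess unlabelled core106 / Repeats: singlicate, one well per compound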
# CTSL1 counter: Fasciola hepatica cathepsin L1 inhibitors, primary screen, counter-screen for PFM18AAP inhibitor project, biochemical, QFRET, fluorogenic peptide substrate. recombinant F. hepatica cathepsin L1, Z-Leu-Arg-MCA fluorescence. inhibition, % at 5.96 µM. 300,000 tested, 0.49% active. AID 1906, 2009;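 active = inhibition above the mean of all tested compounds plus 3 SD, set per screening campaign, cut at about 17% in these data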;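 also: 0% = plate median of test compound wells and 100% = 1 µM Z-Phe-Ala-diazomethylketone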
# PP5 primary: PP5 phosphatase inhibitors, primary screen, biochemical, fluorescence; purified PP5c, OMFP substrate fluorescence; Serine/threonine-protein phosphatase 5 (Homo sapiens), P53041; AID 1987, 2009; inhibition, % at 6.7 µM; 320,000 tested, 0.18% active;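 active = inhibition above the campaign's mean inhibition across all tested compounds plus 3 SD, cut at about 9.5% in these data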;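 also: 0% = DMSO only and 100% = 100 µM cantharidin control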
# TPT1 inhibitor: Candida albicans TPT1 enzyme inhibitors, primary screen, biochemical, fluorescence polarization; tRNA 2'-phosphotransferase TPT1 (Candida albicans SC5314); recombinant caTPT1, FP RNA substrate dephosphorylation; inhibition, % at 5 µM; 300,000 tested, 0.81% active; AID 1962, 2009;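 active = inhibition above the mean of all tested compounds plus 3 SD, set per screening campaign, cut at about 24% in these data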;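 also: plate controls were DMSO alone for no effect and ferristatin control at 100 nM for full effect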
# JMJD2C inh: inhibitors of GASC-1 histone demethylase, primary screen, biochemical, fluorescence, DELFIA europium | inhibition, % at 2.35 µM | 330,000 tested, 0.069% active | GST-JMJD2C(1-420) H3K9me3 demethylation | Lysine-specific demethylase 4C (Homo sapiens), Q9H3R0;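 active = more than half of a compound's replicate wells show inhibition beyond 50%, single wells judged on their own value; inconclusive = some, but no more than half, of replicates pass 50% inhibition; inactive = no replicate passes 50% inhibition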;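 also: signal counts dimethyl H3K9 product captured on neutravidin plate; 0% = median of DMSO wells and 100% = 0.3 times that DMSO median; strong numbers were not always called active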
# Efflux pump inh: inhibitors of Candida efflux pumps in yeast, primary screen, S. cerevisiae, Nile Red, multiplex; AID 485275, 2010; inhibition, % at 10 µM; S. cerevisiae Candida pump triplex; 330,000 tested, 0.44% active;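 active = plate passing quality check with inhibition over a set limit, or well fluorescence over plate mean plus 4 SD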;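 also: Nile Red retained in pooled yeast measured as flow cytometry median fluorescence; 0% = buffer negative control and 100% = Enniatin B positive control; higher means more Nile Red kept so more efflux inhibition; some compounds called inactive have numbers as strong as hits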
# LYPLA2 inh: LYPLA2 inhibitors, primary screen, counter-screen for PME1 inhibitor project, biochemical, fluorescence polarization, FP-Rh probe ABPP. inhibition, % at 5.9 µM. recombinant LYPLA2. Acyl-protein thioesterase 2 (Homo sapiens), O95372. AID 2177, 2009. 320,000 tested, 0.38% active;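 active = inhibition above the screen-wide mean plus 3 SD, limit set per campaign, cut at about 26% in these data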;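 also: 0% = LYPLA2 with DMSO and 100% = wells lacking LYPLA2 enzyme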
# Target sequence (O95372 whole entry, looked up): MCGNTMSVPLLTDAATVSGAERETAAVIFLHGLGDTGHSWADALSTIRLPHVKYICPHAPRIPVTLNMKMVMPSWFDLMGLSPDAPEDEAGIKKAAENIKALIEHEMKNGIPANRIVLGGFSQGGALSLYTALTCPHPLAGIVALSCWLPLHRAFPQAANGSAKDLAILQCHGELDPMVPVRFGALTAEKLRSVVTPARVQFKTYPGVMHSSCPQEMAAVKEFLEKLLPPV
# The depositor's hits bear a star; ? = inconclusive; nt = no result given. An excerpt, so the mix of outcomes need not match the whole.
SMILES,PP1 inh,PREPL inhibitor,HCV core dimer,CTSL1 counter,PP5 primary,TPT1 inhibitor,JMJD2C inh,Efflux pump inh,LYPLA2 inh
COc1ccc(OCC(=O)N2CCOCC2)cc1,-5,17,-1,4,0.1,-1,-2,0.1,6
CC(=O)N1CCN(Cc2nc3ccc(Cl)cc3n2CCO)CC1,-3,6,11,8,0.7,-2,-42,0.0,-5
COc1ccc(CC(=O)Nc2ccccc2N2CCOCC2)cc1OC,-4,-1,0,2,-0.7,2,1,0.0,-1
COc1ccccc1NC(=O)COc1ccccc1C(=O)c1cnn(-c2ccccc2)c1,0,-17,15,0,-0.6,-3,4,0.1,4
CCCN1Cc2cccc(C(=O)Nc3ccc4c(c3)OCCO4)c2C1=O,-5,-8,0,-3,-0.7,1,0,0.0,-7
OCCC1CN(CC2CC2)CCN1Cc1ccc(F)c(F)c1 (stereo not given),-1,4,-2,0,-2.0,1,0,0.0,1
COc1ccc(C(=O)/C=C/Nc2ccc(S(=O)(=O)Nc3nc(C)cc(C)n3)cc2)c(OC)c1,3,-5,7,3,-0.7,11,0,0.0,2
CCCCNC(=O)Nc1cc(C)on1,-3,6,4,0,4.4,-3,-19,0.1,0
O=C(NC1CCCCC1)C(c1ccc(F)cc1)N(Cc1ccco1)C(=O)c1ccccn1 (stereo not given),-5,-1,-3,-4,0.4,-1,7,0.0,-3
Cn1c(SCCCC(=O)c2ccc(Br)cc2)nnc1-c1ccncc1,-2,12,3,0,2.0,0,11,-0.1,3
Cn1c(N)c(C(=O)COC(=O)C2CCN(S(=O)(=O)c3cccs3)CC2)c(=O)n(C)c1=O,-5,-2,0,6,0.9,-1,5,-0.1,10
Nn1c(SCC(=O)N2CCOCC2)nnc1-c1ccccc1Cl,-7,1,-4,-6,1.4,2,-7,0.3,2
Cc1c(Cl)cccc1NC(=O)CC(NCCN1CCOCC1)C(=O)O (stereo not given),-7,-5,2,0,-1.9,-1,0,0.0,1
CC1CCN(S(=O)(=O)c2ccc(NC(=O)[C@@H]3CCCN3C(=O)c3cccs3)cc2)CC1,-3,12,nt,nt,0.6,nt,-6,-0.1,-4
CN(CCOc1ccccc1)C(=O)c1ccc2c(c1)OCO2,-4,-6,nt,nt,-0.3,nt,4,0.1,5
CCN(CC(=O)NCC1CCCO1)S(=O)(=O)c1ccc2ccccc2c1 (stereo not given),-1,11,-3,-1,-0.5,3,12,0.0,3
COc1cc(CCCN2C(=S)NC[C@H]2Cc2ccc(O)cc2)cc(OC)c1OC,0,-6,-1,2,0.0,-3,-3,-0.2,5
Cc1cc2nc(-c3ccc[nH]c3=O)n(Cc3ccc(F)cc3)c2cc1C,5,1,4,-1,3.4,-1,-13,0.1,1
COc1ccc(OC)c(CCNC(=O)Cn2sc3nc(C)cc(C)c3c2=O)c1,-1,16,2,1,0.2,3,6,-0.1,7
CCn1c(=O)n(CC)c2cc(S(=O)(=O)Nc3cc(C)cc(C)c3C#N)ccc21,1,2,6,1,-2.3,-3,-1,-0.2,0

# 3 compounds drawn at random from those above, as already listed:
SMILES,PP1 inh,PREPL inhibitor,HCV core dimer,CTSL1 counter,PP5 primary,TPT1 inhibitor,JMJD2C inh,Efflux pump inh,LYPLA2 inh
CCn1c(=O)n(CC)c2cc(S(=O)(=O)Nc3cc(C)cc(C)c3C#N)ccc21,1,2,6,1,-2.3,-3,-1,-0.2,0
CN(CCOc1ccccc1)C(=O)c1ccc2c(c1)OCO2,-4,-6,nt,nt,-0.3,nt,4,0.1,5
COc1ccccc1NC(=O)COc1ccccc1C(=O)c1cnn(-c2ccccc2)c1,0,-17,15,0,-0.6,-3,4,0.1,4

# Following part:
SMILES,PP1 inh,PREPL inhibitor,HCV core dimer,CTSL1 counter,PP5 primary,TPT1 inhibitor,JMJD2C inh,Efflux pump inh,LYPLA2 inh
CCN(Cc1ccccc1)S(=O)(=O)c1ccc(S(=O)(=O)N(Cc2cccc(OC)c2)CC2CCCO2)cc1 (stereo not given),8,3,-4,-3,3.8,-1,0,0.0,-2
Nc1c(Cl)cc(C2=NCCn3c2c2ccc(C(F)(F)F)cc2[n+]3[O-])cc1Cl,0,8,4,-2,0.9,1,-2,0.0,-3
CCCC1=NN2C(=N)/C(=C\c3ccc(OCCOc4ccc(NC(C)=O)cc4)c(OC)c3)C(=O)N=C2S1,-2,5,7,4,-1.5,7,-1,-0.1,-1
CCOC(=O)C1(Cc2cccc(Cl)c2)CCCN(C(=O)CCC(=O)N(C)C)C1 (stereo not given),-2,-6,1,-2,2.1,-1,-6,0.2,7
O=C(Nc1ncc(Cl)cc1Cl)c1c(F)cccc1Cl,1,-2,1,1,-2.2,3,2,0.1,1
CN(Cc1ccccc1)C(=O)c1ccc(NC2=NC3CS(=O)(=O)CC3S2)cc1 (stereo not given),-1,-3,-4,-3,2.0,-2,19,0.1,1
CCCC1=C(C(=O)OCC)C(c2ccco2)n2ncnc2N1 (stereo not given),-2,4,0,-5,8.2,-2,3,0.1,1
O=[N+]([O-])c1ccc(Cl)c(C2Nc3cccc4cccc(c34)N2)c1,8,14,-4,0,4.9,2,28,0.0,4
CCc1ccc(N2C(=O)Cc3c2nc(N)c(C#N)c3N)cc1,-3,44*,1,3,1.5,0,16,0.1,-2
COc1ccc(N2CCN(C(=O)CN(C)S(=O)(=O)c3cnc[nH]3)CC2)cc1,-3,13,-8,1,-0.4,2,3,0.3,-11
Cc1ccc(-c2nc3ncccn3c2Nc2ccc3c(c2)OCCO3)cc1,1,14,-6,0,4.2,-4,33,0.2,6
Cc1ccc(C2C(C(=O)c3cc4ccccc4o3)=C(O)C(=O)N2CCN2CCOCC2)o1 (stereo not given),-3,4,6,-3,1.4,-3,3,0.0,4
CNC(=O)NC(=O)C(C)OC(=O)c1c(C)noc1C (stereo not given),-2,-1,-1,1,1.8,1,-1,0.2,-5
Cc1c(OCC(=O)N[C@@H](Cc2ccccc2)C(=O)O)ccc2c1oc(=O)c1ccccc12,15*,9,-1,-1,2.6,3,-1,0.3,-4
O=C1Cc2ccccc2N1c1c(Cl)cccc1Cl,1,-10,5,0,1.3,1,3,0.1,-3
Cn1cc(/C=C2\SC(=S)N(NC(=O)c3ccccc3)C2=O)c2ccccc21,-1,-13,-9,3,3.8,137*,10,0.1,-34
CCOC(=O)c1[nH]c2ccccc2c1NC(=S)Nc1ccccc1C,-1,6,-15,-4,1.7,-5,11,-0.4,-3
O=C(COC(=O)c1cccc(O)c1)Nc1nnc(-c2ccccc2)o1,5,-1,0,-3,-0.8,-3,0,-0.1,-7
CCCOc1ccc([N+](=O)[O-])cc1C1NC(=S)NC(c2ccccc2)=C1C(=O)OCC (stereo not given),4,0,9,3,0.7,-3,-1,-0.1,5
CCCCN1C(=O)C2Cc3c([nH]c4ccccc34)CN2C1=S (stereo not given),2,0,2,-1,0.4,25*,6,-0.1,7
COC(=O)/C(=C/c1ccc(OC)cc1)NC(=O)c1ccco1,0,-1,3,1,1.1,-3,?,0.1,-6
CCOC(=O)c1c(CC(C)C)csc1N,1,-13,-3,-2,1.9,1,-43,-0.1,-6
CCN(Cc1ccccc1)S(=O)(=O)c1cc(C(=O)OC)n(C)c1,-4,-5,-3,3,-0.9,0,-8,0.0,-2
CC(C)CCC(C(=O)O)C(C)CC(=O)NC1CCCCC1 (stereo not given),-1,20,1,-4,4.5,0,-2,0.1,1
c1ccc(SCc2cc(-c3ccccc3)no2)cc1,-3,-19,1,-9,-2.2,4,3,-0.1,0
COC(=O)C1=C(C)NC(=O)NC1c1cccc(OC)c1OCc1ccccc1 (stereo not given),-6,6,9,-1,0.3,-1,1,0.0,4
CCCCOC(=O)CCn1c(=S)oc2ccccc21,0,2,0,1,0.3,4,-9,0.0,1
N#CC1=C(N)Oc2n[nH]c(-c3ccccc3)c2C1c1ccsc1 (stereo not given),1,1,3,-1,3.2,-2,-40,0.1,7
C[C@H](N)c1nnc(SCc2ccc(Cl)cc2Cl)o1,1,12,-1,0,-0.6,-3,0,-0.1,5
CC(NC(=O)C(=O)N1CCCCC1)C(c1cccs1)N1CCN(c2ccccc2)CC1 (stereo not given),0,36,-13,4,0.9,-5,26,0.1,9
COc1ccc(/C=N/NC(=O)c2cc(C)oc2C)cc1OC,-4,5,3,1,0.7,-2,1,0.0,3
CC(C)OC(=O)c1sc2nc3c(cc2c1N)C(=O)CCC3,4,11,4,0,-4.2,-1,0,0.0,-5
O=C(NNC(=O)C1CCCCC1)c1ccncc1,1,2,5,-3,0.8,-1,2,-0.1,4
O=C(COc1cccnc1[N+](=O)[O-])NC1CCS(=O)(=O)C1 (stereo not given),-2,6,-5,-2,3.0,2,-13,-0.1,-2
COCCN(CCOC)CC(O)COC(c1ccccc1)c1ccccc1 (stereo not given),-5,12,0,2,1.2,0,17,0.1,-12
CC(=O)Nc1ccc(CC#N)cc1,-6,-11,2,1,1.4,-4,-3,0.0,1
O=C(Cn1cccc1C(=O)c1ccccc1)NCc1ccc(Cl)cc1,-3,0,-2,3,-4.7,2,1,0.0,-5
C#CCn1cc(Cl)cc(C(=O)Nc2ccccc2)c1=O,4,-4,5,4,1.7,3,16,-0.1,-2
CC(NC(=O)CSc1nnc(-c2cccc(S(=O)(=O)N3CCCCC3)c2)o1)C12CC3CC(CC(C3)C1)C2 (stereo not given),2,15,14,0,1.3,0,-3,0.0,-9
Cc1cc(-c2ccc(C)c(S(=O)(=O)Nc3ccc(S(N)(=O)=O)cc3)c2)on1,0,3,-2,-1,2.1,-1,-4,-0.5,9
CCOc1cc(/C=N\NC(=O)c2ccc(C)nc2)ccc1OC(=O)c1ccc(F)cc1,-2,21,8,5,2.8,0,-21,0.2,-7
CC(=O)SC1CC(=O)N(c2ccc(C(C)(C)C)cc2)C1=O (stereo not given),-5,8,-8,-15,2.4,-2,-1,-0.1,0
COCCCn1c(=O)c2sccc2n(Cc2cccc(C)c2)c1=O,2,9,-11,3,-6.0,-1,3,0.1,-7
CCC(=O)Oc1ccc(C2NC(=O)c3ccccc3O2)cc1OC (stereo not given),-4,2,-10,-6,-0.2,3,37,-0.1,0
Cc1cccc2c(CC(=O)Nc3ccccc3)noc12,-2,10,4,-2,2.5,1,-14,0.1,9
CC(NC(=O)CCc1nnc(C2(c3ccc(Cl)cc3)CCC2)o1)C1CC1 (stereo not given),-3,-6,5,1,2.7,0,-3,0.1,2
C/C(=N\NC(=O)C(=O)Nc1ccc(C)cc1)c1ccncc1,-2,0,3,-1,-1.0,-1,-9,0.1,5

# From PubChem BioAssay
